# OTUD3 inh = blocks human OTUD3 ubiquitin-rhodamine cleavage; inhibition, % at 25 µM; 0.7% of 47,000 active; purified OTUD3, Ub-rhodamine fluorescence, 2 h
# USP30 inh = human USP30 deubiquitinase inhibition | AID 1645860 | inhibition, % at 25 µM | 5.3% of 47,000 active | purified USP30, Ub-rhodamine cleavage fluorescence
# Target sequence (Q70CQ3 whole entry, looked up): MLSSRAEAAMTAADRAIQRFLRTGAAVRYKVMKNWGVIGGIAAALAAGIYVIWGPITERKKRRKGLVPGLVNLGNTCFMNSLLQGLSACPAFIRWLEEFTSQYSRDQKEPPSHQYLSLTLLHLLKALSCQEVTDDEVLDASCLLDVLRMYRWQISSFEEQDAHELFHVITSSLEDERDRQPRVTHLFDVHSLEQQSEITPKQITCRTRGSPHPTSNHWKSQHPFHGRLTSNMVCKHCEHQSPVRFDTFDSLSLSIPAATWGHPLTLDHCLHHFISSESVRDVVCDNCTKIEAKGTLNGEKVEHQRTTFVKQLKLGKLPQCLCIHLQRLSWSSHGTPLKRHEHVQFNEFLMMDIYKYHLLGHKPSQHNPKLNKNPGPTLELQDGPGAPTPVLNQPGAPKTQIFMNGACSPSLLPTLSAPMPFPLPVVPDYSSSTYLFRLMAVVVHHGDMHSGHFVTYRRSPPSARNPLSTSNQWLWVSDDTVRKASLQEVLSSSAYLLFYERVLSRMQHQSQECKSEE
# USP8 inh = blocks human USP8 ubiquitin-rhodamine cleavage; 4.2% of 47,000 active; purified USP8, Ub-rhodamine cleavage fluorescence, 30 min; inhibition, % at 20 µM
# USP10 inh = blocks human USP10 ubiquitin-rhodamine cleavage; Q14694; purified USP10, Ub-rhodamine fluorescence, 60 min; inhibition, % at 20 µM; 1.1% of 47,000 active
# UCHL1 block = blocks human UCHL1 ubiquitin-rhodamine cleavage; purified UCHL1, Ub-rhodamine cleavage fluorescence; inhibition, % at 20 µM; 0.2% of 47,000 active
# Target sequence (P09936 whole entry, looked up): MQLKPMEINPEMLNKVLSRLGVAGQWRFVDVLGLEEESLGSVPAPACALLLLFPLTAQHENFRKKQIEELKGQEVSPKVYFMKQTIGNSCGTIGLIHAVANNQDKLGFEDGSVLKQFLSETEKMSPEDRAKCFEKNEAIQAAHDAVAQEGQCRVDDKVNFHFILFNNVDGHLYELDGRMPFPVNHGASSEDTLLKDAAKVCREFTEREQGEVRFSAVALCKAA
# USP17 block = human USP17-like deubiquitinase inhibition | A8MUK1 | purified USP17, Ub-rhodamine cleavage fluorescence, 3 h | inhibition, % at 50 µM | 6.5% of 47,000 active
# USP7 inh = inhibitors of human USP7 deubiquitinase. purified USP7, Ub-rhodamine cleavage fluorescence. AID 1645854. Q93009. inhibition, % at 20 µM. 0.3% of 47,000 active
# USP28 block = human USP28 deubiquitinase inhibition. Q96RU2. purified USP28, Ub-rhodamine cleavage fluorescence, 30 min. inhibition, % at 25 µM. AID 1645857. 3% of 47,000 active
# An asterisk follows results filed as active; i = inactive; x = not tested or not shown. No stated cut-off is given here; in the data, active means inhibition above about 30%; inactive means the rest.
OTUD3 inh,USP30 inh,USP8 inh,USP10 inh,UCHL1 block,USP17 block,USP7 inh,USP28 block,Molecule
-16.5,-56.6,5.5,-4.2,-1.6,-11.9,-2.4,-1.3,CC(C)(C)C1CCc2nc3ccccc3c(C(=O)OCC(=O)c3c[nH]c4ccccc34)c2C1 (stereo not drawn)
10.8,13.9,11.8,-2.6,2.1,11.1,0.2,4.7,c1ccc(-c2nc(-c3ccnc(N4CCOCC4)c3)no2)cc1
-21.4,-65.9,36.0*,-5.1,-1.8,-0.2,-8.4,-10.7,Cn1c(=O)c2c(nc(CN3CCc4ccccc4C3)n2CC(=O)c2ccccc2)n(C)c1=O
-5.8,-7.8,-11.4,-2.0,-0.7,-7.3,-133.6,-8.2,O=C(N1CCC2(CC1)CC2)C1(c2ccc(Br)cc2)CCOCC1
-125.8,i,-67.0,-9.3,-12.2,-172.8,-10.0,-144.9,CC(C)N1CC2CN(Cc3ccccc3)CCN2Cc2ccccc21 (stereo not drawn)
-72.5,-267.8,-26.9,-9.4,-50.0,-59.7,-44.0,-76.3,O=C(c1ccc(C(F)(F)F)nc1)N1CCc2nc3cccnc3cc2C1
80.7*,83.9*,10.3,12.0,0.7,94.9*,11.3,81.8*,CC1(C)CC[C@]2(C(=O)O)CC[C@]3(C)C(=CCC4[C@@]5(C)CC[C@H](O)[C@@](C)(CO)C5CC[C@]43C)[C@@H]2C1 (stereo partly drawn)
-1.2,0.9,-38.5,-0.6,-0.1,-4.9,0.0,-5.0,CN1C2(CCN(C(=O)C3(C)CC3)C2)c2ccccc2S1(=O)=O (stereo not drawn)
0.3,x,-1.0,0.4,-3.8,29.1,1.0,x,Cc1cccc(Nc2ccc(NCCNC(=O)Nc3ccccc3F)nn2)n1
15.4,32.0*,1.7,1.2,2.6,23.6,3.9,15.3,NC(=O)N1CCCCCC1C1CCN(c2ncnc3ccsc23)CC1 (stereo not drawn)
-6.5,-5.3,4.4,0.0,-2.3,-4.4,0.4,-5.3,COCCCNC(=O)c1nnn(-c2cccc3c2CCN(C)C3)c1C
8.2,51.5*,29.4,5.9,-0.8,21.3,12.0,2.6,O=C(CSc1ccc2nnc(-c3ccccc3)n2n1)N1CCCc2ccccc21
4.1,-56.0,-0.2,-4.3,-0.1,32.9*,0.4,2.5,COc1ccc2occ(CC(=O)Nc3nnc(SC)s3)c2c1
2.6,4.0,-163.7,-1.2,-0.3,-21.8,1.9,-2.0,Cc1ccc(CC(=O)N2CCN(C(=O)c3cc(-c4ccccn4)n[nH]3)CC2)cc1
6.5,4.6,9.0,16.9,6.1,22.5,10.0,3.2,CC(C)=CCC[C@](C)(O)[C@H]1CC[C@]2(C)[C@@H]1CC[C@@H]1[C@@]3(C)CC[C@H](O)C(C)(C)[C@@H]3CC[C@]12C
10.8,-2.9,8.8,-0.7,-0.7,0.6,0.0,8.1,O=C(c1nnc(-c2cc(S(=O)(=O)N3CCCCC3)c[nH]2)o1)N1CCCC1
6.1,5.6,17.6,-0.4,1.9,8.8,1.0,0.4,COc1ccc(-c2noc(CN3CCN(C(=O)c4ccccc4)CC3)n2)cc1OC
-14.7,-65.7,-1.3,-1.3,-3.2,-19.2,-3.8,-15.3,CN1CC[C@@H]2Oc3ccccc3S(=O)(=O)N(Cc3ccccc3)[C@H]2CC1
-1.9,-8.3,-0.8,-3.7,4.6,-0.8,11.1,0.0,Cc1ccc(CNC(=O)CCc2c(C)nn(-c3cc(N4CCOCC4)ncn3)c2C)cc1
0.9,-0.5,-1.6,0.0,2.0,x,-4.9,-4.0,CN(C(=O)CS(=O)(=O)Cc1ccccc1Cl)c1ccccc1
-4.4,2.6,4.2,0.7,-4.6,1.7,-3.6,-7.8,CC(=O)Nc1ccc(-n2cnc(C(=O)N3CCC(C)CC3)c2)nc1
-12.4,-13.4,-12.9,-1.5,-5.2,-13.5,-6.1,-8.6,CC(=O)N1CCc2cc(S(=O)(=O)NCCC(=O)N3CCN(Cc4ccccc4)CC3)ccc21
-6.6,42.0*,-16.2,25.1,1.5,10.9,4.6,27.8,COc1ccc(S(=O)(=O)N(Cc2ccco2)Cc2cc3ccccc3[nH]c2=O)cc1
13.3,-0.1,-2.7,1.5,3.4,9.3,3.7,23.6,Cc1nc2ccc(C(=O)Nc3cccc(C(=O)NC4CC4)c3)cc2nc1C
6.8,4.6,-61.2,2.7,3.2,1.2,-5.1,10.1,O=C(c1cc(-c2cnc(-c3cccnc3)nc2)cn1CC1CC1)N1CCCC1
-0.8,15.8,0.0,0.9,4.8,-24.5,-9.6,15.9,O=C(Nc1nccn(-c2ccc3c(c2)CCC3)c1=O)c1ccccn1
2.2,23.8,-1.5,0.4,5.0,2.4,3.2,9.6,COc1cc(C2CC(=O)Nc3ccccc3S2)cc(OC)c1OC (stereo not drawn)
-2.6,-25.2,-8.2,-2.5,-4.1,-9.0,-20.0,-8.3,CC1CCN(S(=O)(=O)c2cccn(CC(=O)Nc3ccccc3F)c2=O)CC1
-0.5,-17.5,6.2,6.9,3.4,-3.1,1.5,18.0,Cc1csc(-c2cc(S(=O)(=O)Nc3cccc(F)c3)c(C)n2C)n1
9.9,23.3,-0.3,5.1,5.2,13.2,5.6,25.6,Fc1ccccc1CNc1nnc(-c2nnc(C3CC3)o2)c2ccccc12

# 2 of the compounds above, with two lines to a compound.
# Fields – OTUD3 inh | USP30 inh | USP8 inh | USP10 inh | UCHL1 block | USP17 block | USP7 inh | USP28 block
Cc1ccc(CNC(=O)CCc2c(C)nn(-c3cc(N4CCOCC4)ncn3)c2C)cc1
  -1.9 | -8.3 | -0.8 | -3.7 | 4.6 | -0.8 | 11.1 | 0.0
CN(C(=O)CS(=O)(=O)Cc1ccccc1Cl)c1ccccc1
  0.9 | -0.5 | -1.6 | 0.0 | 2.0 | x | -4.9 | -4.0

# Later entries
OTUD3 inh,USP30 inh,USP8 inh,USP10 inh,UCHL1 block,USP17 block,USP7 inh,USP28 block,Molecule
-0.4,-71.8,-1.3,-0.3,1.6,-25.9,1.2,-2.1,CC(=O)c1ccc(S(=O)(=O)NC(C)C(=O)Nc2ccccn2)cc1 (stereo not drawn)
3.1,-29.9,19.6,-4.8,-1.3,4.6,0.3,-0.5,COc1ccc(CN2CCC(c3nc4ncccc4[nH]3)CC2)c(OC)c1
7.3,14.9,17.0,4.5,2.4,9.9,2.2,35.6*,NS(=O)(=O)c1ccc(CCNC(=O)C(=O)c2c[nH]c3ccccc23)cc1
-10.0,-42.5,-1.9,-6.8,-5.3,-6.4,-2.0,-18.9,CC(C)(C)NC(=O)N1CCC(n2c(-c3ccc(F)cc3)nc3cccnc32)C1 (stereo not drawn)
-2.4,-0.1,-118.1,-0.3,-1.3,-23.7,-10.5,-15.0,CC1CC(=O)N(Cc2ccc([N+](=O)[O-])cc2)c2ccccc2S1(=O)=O (stereo not drawn)
2.1,4.5,-10.6,-0.8,-2.0,-0.2,0.2,-5.4,Cc1ccccc1NC(=O)C1CCc2nc(N3CCOCC3)ncc2C1 (stereo not drawn)
-4.3,20.0,-20.5,0.5,-4.0,7.5,-7.3,0.0,CCOc1ccccc1NC(=O)Nc1nnc(CC(=O)N2CCCCC2)s1
0.0,11.8,1.2,2.1,0.2,0.0,x,0.0,CC(C)CN1C[C@@]23CN(C(=O)C4CCC4)C[C@@H](C[C@@H]2S1(=O)=O)O3
0.5,1.8,-58.1,-2.2,-0.3,-20.4,-2.1,0.5,COc1ccc(CCn2c(-c3ccc([N+](=O)[O-])cc3)cn3c4c(=O)n(C)c(=O)n(C)c4nc23)cc1OC
-0.1,x,5.3,16.5,-3.5,-27.6,-1.9,x,Cc1noc(NS(=O)(=O)c2ccc(NC(=O)COc3ccc(N(C)C(=O)c4ccc(Cl)cc4)cc3)cc2)c1C
-9.9,-14.4,-12.8,-4.5,-1.7,-23.6,-0.1,-19.7,CCCNC(=O)N1CCN(Cc2nc3cccnc3n2-c2ccccc2)CC1
8.9,17.1,7.5,1.2,-0.5,8.8,1.2,8.2,NC(=O)c1cc(CC2CCCN(C(=O)c3ccccc3F)CC2)ncn1 (stereo not drawn)
-16.8,-61.9,-7.3,-0.9,-1.9,-24.7,-0.5,-28.4,Cc1cc(C)c2c(n1)nn1c(N3CCN(Cc4ccccc4)CC3)cc(C)nc21
4.9,11.2,15.7,-4.4,1.5,6.4,3.9,13.1,CN1CCN(c2ccc(NC(=O)Nc3ccc(C(F)(F)F)cc3)cc2)CC1
-7.6,x,-0.4,1.5,-2.3,2.8,0.0,x,Cc1nc2ccccc2nc1SCC(=O)Nc1ccc(F)cc1F
7.8,10.6,-13.5,-2.9,0.4,-1.7,-0.1,1.6,C[C@@H](NS(=O)(=O)c1cccc(C(F)(F)F)c1)C(=O)NCc1cscn1
7.0,13.6,-18.5,1.6,3.5,5.0,3.2,3.3,Cc1ccc(C2CC(=O)Nc3c2c(C)nn3-c2nncc(-c3ccccc3)n2)cc1C (stereo not drawn)
-12.6,-105.8,-8.5,-8.5,-2.9,-35.3,-8.9,-14.4,Cc1ccc(CNC(=O)C2CCN(c3cnc(N4CCCCCC4)nc3)CC2)o1
-0.6,-31.5,14.1,0.0,-1.2,-13.2,9.7,1.6,Cc1ccc(C)c(N2CCN(C(=O)C3CCCN(S(=O)(=O)c4cccs4)C3)CC2)c1 (stereo not drawn)
7.8,-36.4,2.0,-0.3,2.2,-0.6,-14.1,20.2,CC/C=C/C1=C(CC(CC)CC2=C(CC(CC)CC3=C(CCC(=O)O)C(=O)OC3=O)C(=O)OC2=O)C(=O)OC1=O (stereo not drawn)
0.2,-1.8,-97.6,-0.4,-4.1,-22.0,-3.5,-5.2,Cc1ccc(CNC(=O)c2cnn(-c3ccc(Cl)cc3)c2C2CCNCC2)cc1
-220.9,i,-81.8,-9.9,-16.6,-151.0,-36.6,-302.6,CS(=O)(=O)N1CCCN(c2nc3cc(Cl)ccc3n3cccc23)CC1
2.3,-0.2,-0.6,0.0,4.6,8.8,5.3,1.0,Cc1ccccc1C(=O)c1c[nH]c(C(=O)O)c1
15.0,-11.9,12.8,-1.5,-2.1,3.0,0.1,-4.6,CC1CCCN(S(=O)(=O)c2cc(-c3nnc(C4CC4)o3)co2)C1 (stereo not drawn)
-0.1,x,4.3,0.3,-1.4,9.3,-10.5,x,Cn1ccc(C(=O)N2CCN(c3nc4ccccc4s3)CC2)n1
6.7,0.8,28.4,-5.0,-19.0,19.1,-14.7,5.8,CCCSc1nc2nc3c(cn2n1)C(=O)CC(c1ccco1)C3 (stereo not drawn)
13.0,10.6,24.7,-3.5,0.7,13.9,-2.5,9.2,Cc1ccc(NC(=O)Cn2cc(C(=O)N3CCCC3)c(=O)c3ccc(C)nc32)c(C)c1
10.1,12.8,6.5,-3.7,0.0,5.6,3.8,7.0,O=C1CN(C(=O)/C=C/c2ccc(F)cc2)CCN1
-6.5,-16.4,-7.4,0.0,-2.0,-7.8,-0.2,-9.2,O=C(Cn1cnc2cc3c(cc21)OCCO3)N1CCCCC1
12.1,17.0,1.6,0.2,0.1,3.3,2.1,7.6,CC(=O)NC(Cc1ccccc1)C(=O)NC1CCN(C(=O)C2CC2)CC1 (stereo not drawn)

# Single records (already shown).
# Listed for CC1(C)CC[C@]2(C(=O)O)CC[C@]3(C)C(=CCC4[C@@]5(C)CC[C@H](O)[C@@](C)(CO)C5CC[C@]43C)[C@@H]2C1 (stereo partly drawn) = OTUD3 inh = 80.7*; USP30 inh = 83.9*; USP8 inh = 10.3; USP10 inh = 12.0; UCHL1 block = 0.7; USP17 block = 94.9*; USP7 inh = 11.3; USP28 block = 81.8*
# Listed for C[C@@H](NS(=O)(=O)c1cccc(C(F)(F)F)c1)C(=O)NCc1cscn1 = OTUD3 inh = 7.8; USP30 inh = 10.6; USP8 inh = -13.5; USP10 inh = -2.9; UCHL1 block = 0.4; USP17 block = -1.7; USP7 inh = -0.1; USP28 block = 1.6
# Listed for Cc1ccccc1C(=O)c1c[nH]c(C(=O)O)c1 = OTUD3 inh = 2.3; USP30 inh = -0.2; USP8 inh = -0.6; USP10 inh = 0.0; UCHL1 block = 4.6; USP17 block = 8.8; USP7 inh = 5.3; USP28 block = 1.0

# The list goes on:
OTUD3 inh,USP30 inh,USP8 inh,USP10 inh,UCHL1 block,USP17 block,USP7 inh,USP28 block,Molecule
14.6,11.6,20.7,-1.9,0.2,12.7,2.2,16.3,Cc1nccn1Cc1nc(-c2ccccc2F)no1
8.4,30.2*,29.2,-0.1,1.5,22.4,3.0,13.2,CCOC(=O)C(C)Sc1nc(=O)n2cccc(C)c2n1 (stereo not drawn)
-1.0,3.9,7.0,5.2,-1.3,42.6*,6.9,-9.4,Cn1c2ccccc2c(=O)c2c(=O)n(-c3ccccc3)c(-c3ccc(F)cc3)nc21
-0.2,16.4,7.3,6.3,8.8,x,1.4,0.9,CCc1ccc(C2CN3C(=O)N(c4ccccc4C)C(=O)[C@]3(C)c3[nH]c4ccccc4c32)cc1 (stereo partly drawn)
13.5,18.8,17.0,-0.1,3.4,12.9,2.8,4.7,CCn1c(=O)c2nscc2n(CC(=O)Nc2ccc(C)cc2)c1=O

# Compound activity as filed in PubChem.
